# GALK inh: blocks human galactokinase activity. Purified GALK, Kinase-Glo residual ATP luminescence. P51570. Potency, µM (series often up to 57.5 µM), for inactives: top-dose activity change, negative = inhibition, hits mostly inhibitors. 270,000 compounds, 0.007% hits; further: potency means the concentration at half of the fitted maximal effect; on the % scale 0 is the no-effect control and ±100 the full control effect
#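 Galactose (100 uM) and ATP (35 uM) were turned over by 5 nM GALK for 1 h at RT. Kinase-Glo Plus then converted the remaining ATP into a luminescent signal.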
# KCNH2 3.1 block: blocks the human KCNH2 3.1 channel isoform | AID 720553 | 340,000 compounds, 0.95% hits | U2OS KCNH2 3.1, thallium flux FluxOr; hits give low values | activity change, % (tested at about 1.8 µM);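 active means maximum activity change below -70%; inconclusive means maximum activity change from -70% to -50%; inactive means maximum activity change above -50%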;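 further: thallium influx rate constant from kinetic fluorescence after stimulation buffer; on the % scale 0 is the no-effect control and ±100 the full control effect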
#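 Channel expression came from 3.1 mutant virus (1.77 x 10^8 /mL) applied to suspended U2OS cells for 4 h. Flux was tracked with FluxOr dye plus Red40 quencher, and kinetic rate constants normalized to controls.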
# FBPA coupling cs: coupling enzyme interference in Giardia aldolase counter-screen | coupling enzyme system counterscreen, AmpLite Red fluorescence | activity change, negative = inhibition, % at 58.2 µM, hits read low | 290,000 compounds, 0.67% hits; in the data active means activity change below about -30%; further: on the % scale 0 is the no-effect control and ±100 the full control effect
#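 First, compound is pin-transferred into glyceraldehyde-3-phosphate coupling-enzyme reagent at 57.5 uM final and held 10 min at RT. Next, substrate, coupling system and AmpLite Red are added. After 20 min RT, fluorescence (525/598 nm) is read.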
# ASM inhibitor: blocks human secretory acid sphingomyelinase; P17405; placental ASM, HMU-PC fluorogenic substrate, 60 min; Potency, µM (titrated, usually from 57.5 µM), for the others: at the highest dose activity change, negative = inhibition, actives largely listed as inhibitors; 340,000 compounds, 0.006% hits; further: potency means the concentration at half of the fitted maximal effect
#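 HMU-PC0 cleavage (9 uM final) by human placental ASM, 60 min at 37 °C following 10 min compound exposure at RT; stopped at pH 10, fluorescence Ex 386/Em 447 nm.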
# MLL CXXC-DNA inh: inhibitors of human MLL CXXC domain-DNA interaction | MLL-CXXC / FITC-HOXA9 DNA fluorescence polarization | AID 2662 | Potency, µM (highest dose often 115 µM), for inactives: at the highest dose activity change, negative = inhibition, actives largely listed as inhibitors | Q03164 | 290,000 compounds, 0.037% hits; active means well fitted inhibition curve with a large enough effect in the polarisation, with a control signal flat, not every such curve was filed as active; inconclusive means small, poorly fitted or top-dose-only effect, or effect the other way, or a change in a side signal; inactive means no such curve, though single readings can be large or run the other way; the % refers to the polarisation; further: potency means the concentration at half of the fitted maximal effect
# Target sequence (Q03164 whole entry, looked up, the tested form may be a part): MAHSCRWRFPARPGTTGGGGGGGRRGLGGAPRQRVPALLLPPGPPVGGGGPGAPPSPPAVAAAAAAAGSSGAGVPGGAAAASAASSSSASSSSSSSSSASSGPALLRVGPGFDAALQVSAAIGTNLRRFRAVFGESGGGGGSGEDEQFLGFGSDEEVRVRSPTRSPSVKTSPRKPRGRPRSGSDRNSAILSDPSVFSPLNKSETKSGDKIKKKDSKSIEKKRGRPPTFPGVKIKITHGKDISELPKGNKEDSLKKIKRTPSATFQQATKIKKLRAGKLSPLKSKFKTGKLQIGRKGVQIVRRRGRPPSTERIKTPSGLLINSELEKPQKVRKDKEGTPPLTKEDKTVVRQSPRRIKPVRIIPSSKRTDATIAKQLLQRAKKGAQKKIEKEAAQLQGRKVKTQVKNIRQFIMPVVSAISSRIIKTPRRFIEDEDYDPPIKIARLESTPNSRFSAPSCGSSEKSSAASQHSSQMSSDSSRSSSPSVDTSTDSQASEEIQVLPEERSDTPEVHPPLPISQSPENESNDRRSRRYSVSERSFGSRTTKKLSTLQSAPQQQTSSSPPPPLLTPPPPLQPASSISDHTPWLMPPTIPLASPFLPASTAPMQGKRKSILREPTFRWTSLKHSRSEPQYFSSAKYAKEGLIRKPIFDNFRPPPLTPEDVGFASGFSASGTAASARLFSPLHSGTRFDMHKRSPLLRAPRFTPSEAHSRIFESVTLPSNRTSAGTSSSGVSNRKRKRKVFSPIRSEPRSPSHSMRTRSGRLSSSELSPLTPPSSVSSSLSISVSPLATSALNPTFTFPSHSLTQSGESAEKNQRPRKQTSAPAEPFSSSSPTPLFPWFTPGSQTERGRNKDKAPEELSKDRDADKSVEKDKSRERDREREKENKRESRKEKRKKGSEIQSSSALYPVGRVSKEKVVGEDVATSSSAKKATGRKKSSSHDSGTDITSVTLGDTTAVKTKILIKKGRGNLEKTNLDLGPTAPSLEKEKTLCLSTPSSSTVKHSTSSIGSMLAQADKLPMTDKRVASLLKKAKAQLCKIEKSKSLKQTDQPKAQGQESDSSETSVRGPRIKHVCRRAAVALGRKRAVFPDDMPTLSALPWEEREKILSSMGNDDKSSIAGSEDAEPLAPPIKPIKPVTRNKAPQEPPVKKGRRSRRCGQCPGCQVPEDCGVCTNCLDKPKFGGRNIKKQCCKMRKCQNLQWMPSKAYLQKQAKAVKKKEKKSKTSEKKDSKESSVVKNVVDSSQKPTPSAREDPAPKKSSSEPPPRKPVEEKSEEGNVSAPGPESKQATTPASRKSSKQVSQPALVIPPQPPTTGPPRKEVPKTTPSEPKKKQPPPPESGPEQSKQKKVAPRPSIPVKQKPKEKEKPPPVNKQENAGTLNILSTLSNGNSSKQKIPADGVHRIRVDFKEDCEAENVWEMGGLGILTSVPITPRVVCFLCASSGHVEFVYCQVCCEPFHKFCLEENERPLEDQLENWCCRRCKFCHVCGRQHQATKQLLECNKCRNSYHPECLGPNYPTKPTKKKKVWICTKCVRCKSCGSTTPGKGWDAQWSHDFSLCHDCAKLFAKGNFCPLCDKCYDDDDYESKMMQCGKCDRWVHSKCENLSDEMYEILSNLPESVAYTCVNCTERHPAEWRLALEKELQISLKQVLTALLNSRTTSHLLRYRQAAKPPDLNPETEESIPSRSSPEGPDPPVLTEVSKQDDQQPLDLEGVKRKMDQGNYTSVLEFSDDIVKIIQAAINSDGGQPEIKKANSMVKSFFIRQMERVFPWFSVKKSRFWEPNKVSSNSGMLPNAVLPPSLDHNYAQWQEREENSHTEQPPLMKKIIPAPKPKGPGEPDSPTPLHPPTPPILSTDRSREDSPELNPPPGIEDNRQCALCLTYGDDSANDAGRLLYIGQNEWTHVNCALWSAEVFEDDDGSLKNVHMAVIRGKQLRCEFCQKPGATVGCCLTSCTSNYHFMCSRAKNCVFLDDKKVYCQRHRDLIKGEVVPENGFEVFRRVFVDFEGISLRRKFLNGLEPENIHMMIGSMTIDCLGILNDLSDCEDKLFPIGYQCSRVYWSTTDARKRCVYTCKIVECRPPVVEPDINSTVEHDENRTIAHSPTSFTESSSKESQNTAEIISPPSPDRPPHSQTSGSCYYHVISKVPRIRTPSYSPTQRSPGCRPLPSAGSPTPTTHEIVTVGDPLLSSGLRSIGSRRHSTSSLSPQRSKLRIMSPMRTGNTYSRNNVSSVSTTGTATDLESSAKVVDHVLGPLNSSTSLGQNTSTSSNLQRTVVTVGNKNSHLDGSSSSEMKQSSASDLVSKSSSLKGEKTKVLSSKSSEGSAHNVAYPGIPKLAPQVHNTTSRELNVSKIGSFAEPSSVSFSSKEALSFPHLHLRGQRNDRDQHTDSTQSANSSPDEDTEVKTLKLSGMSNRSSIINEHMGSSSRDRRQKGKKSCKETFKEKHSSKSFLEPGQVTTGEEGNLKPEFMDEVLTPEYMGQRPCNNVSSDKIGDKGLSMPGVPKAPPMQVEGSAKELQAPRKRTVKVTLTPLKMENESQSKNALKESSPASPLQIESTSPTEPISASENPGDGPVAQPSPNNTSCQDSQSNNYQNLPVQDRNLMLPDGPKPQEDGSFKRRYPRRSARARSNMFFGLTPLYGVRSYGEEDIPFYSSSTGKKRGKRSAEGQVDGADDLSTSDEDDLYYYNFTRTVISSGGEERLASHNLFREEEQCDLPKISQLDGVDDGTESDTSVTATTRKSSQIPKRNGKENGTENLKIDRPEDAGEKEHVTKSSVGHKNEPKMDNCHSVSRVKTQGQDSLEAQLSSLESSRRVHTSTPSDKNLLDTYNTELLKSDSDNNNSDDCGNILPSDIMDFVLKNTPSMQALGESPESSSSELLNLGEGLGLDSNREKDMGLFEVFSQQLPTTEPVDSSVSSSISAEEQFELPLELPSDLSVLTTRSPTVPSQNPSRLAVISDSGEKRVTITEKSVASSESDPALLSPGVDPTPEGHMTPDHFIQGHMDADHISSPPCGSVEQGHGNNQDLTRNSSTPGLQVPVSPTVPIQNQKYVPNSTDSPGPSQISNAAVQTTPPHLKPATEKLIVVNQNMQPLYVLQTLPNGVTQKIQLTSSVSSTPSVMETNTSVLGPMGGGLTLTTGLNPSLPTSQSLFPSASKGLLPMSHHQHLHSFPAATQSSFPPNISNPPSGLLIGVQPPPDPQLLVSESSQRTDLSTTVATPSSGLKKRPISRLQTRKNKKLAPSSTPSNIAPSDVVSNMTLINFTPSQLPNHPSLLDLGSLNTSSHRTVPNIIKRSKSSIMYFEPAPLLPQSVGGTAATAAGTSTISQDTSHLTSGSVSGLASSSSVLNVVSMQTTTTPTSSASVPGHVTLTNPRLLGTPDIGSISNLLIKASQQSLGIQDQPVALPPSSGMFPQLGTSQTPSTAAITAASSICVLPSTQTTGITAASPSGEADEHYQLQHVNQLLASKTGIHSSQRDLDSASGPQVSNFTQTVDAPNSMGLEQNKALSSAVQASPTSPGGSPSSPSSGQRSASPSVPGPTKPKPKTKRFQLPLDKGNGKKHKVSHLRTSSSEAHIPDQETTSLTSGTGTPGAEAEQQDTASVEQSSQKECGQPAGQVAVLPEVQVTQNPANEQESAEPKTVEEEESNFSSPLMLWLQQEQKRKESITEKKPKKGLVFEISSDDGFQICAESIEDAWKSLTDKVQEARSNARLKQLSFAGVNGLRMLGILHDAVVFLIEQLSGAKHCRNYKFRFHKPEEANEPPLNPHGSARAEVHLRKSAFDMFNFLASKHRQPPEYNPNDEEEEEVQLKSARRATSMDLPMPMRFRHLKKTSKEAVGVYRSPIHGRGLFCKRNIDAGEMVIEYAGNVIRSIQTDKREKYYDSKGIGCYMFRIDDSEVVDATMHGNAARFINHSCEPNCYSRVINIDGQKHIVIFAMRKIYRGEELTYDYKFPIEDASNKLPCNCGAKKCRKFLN
#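 Fluorescence polarization: 7 uM MLL-CXXC (stock) preincubated 5 min with compounds, then 50 nM fluorescein-HOX-A9 DNA (stock) added; 30 min ambient. Buffer 50 mM Tris-HCl pH 7.5, 50 mM NaCl, 1 mM DTT, 0.05% BSA.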
# hERG WT inh: KCNH2 (human, wildtype) channel inhibition | Q12809 | U2OS, BacMam KCNH2, thallium flux FluxOr; hits give low values | activity change, % at 1.84 µM | 340,000 compounds, 0.37% hits;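 active means maximum activity change below -70%; inconclusive means maximum activity change between -70% and -50%; inactive means maximum activity change above -50%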; further: on the % scale 0 is the no-effect control and ±100 the full control effect
#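 U2OS cells transduced with wild-type KCNH2 virus are loaded with FluxOr dye for 45 min, and thallium flux is measured in kinetic reads before and after stimulation buffer. Rate constants are normalized to DMSO controls.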
# AT treatment: potential ataxia-telangiectasia treatment. […] A-T fibroblasts, KAP-1 phosphorylation AlphaLISA; neocarzinostatin DNA damage 30 min before lysis. Potency, µM (doses to about 57.5 µM), inactives show at the top dose activation, most hits filed as activators. 320,000 compounds, 0.19% hits. AID 485349; further: potency means the concentration at half of the fitted maximal effect; % of control where 0% means no effect; nearly all actives have a fitted effect of over 45% in size
#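 hTERT-immortalized A-T patient fibroblasts ([…]), 500 cells/well in OPTI-MEM, 1% FBS, got compounds for 60 min, then NCS for 30 min at 37C. Lysates were then assayed for phospho-KAP-1 by AlphaLISA (anti-pKAP1 donor, anti-KAP1 acceptor beads), 6 hr at 25C.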
# Integrin act MD: activates integrin-mediated alleviation for muscular dystrophy; alpha7betagal myoblasts, beta-gal FDG fluorescence, 48 h; Potency, µM (highest dose often 38.3 µM), inactives show top-dose activation, hits mostly activators; 350,000 compounds, 0.064% hits;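 further: potency means the concentration at half of the fitted maximal effect; 100% = response of the positive control SU9516; nearly all actives have a fitted effect of over 60% in size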
#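 Alpha7betagal+/- myoblasts (passage 13) were plated 16-24 hr, then exposed to compounds (1:260 dilution of DMSO stock) for 48 hours at 37C. After MPER lysis, β-galactosidase reporter activity was read as FDG fluorescence (ex 480/em 540) after 30 minutes.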
# MBNL1 CUG block: inhibitors of human MBNL1 binding to CUG repeat RNA | TR-FRET MBNL1-His/biotin-(CUG)12 binding, 665/545 ratio | 280,000 compounds, 0.036% hits | Potency, µM (doses to about 57.5 µM), inactives show at the top dose activity change, negative = inhibition, most hits filed as inhibitors | Q9NR56 | AID 2675; active means well fitted inhibition curve with a large enough effect in the signal ratio, with a control signal flat, not every such curve was filed as active; inconclusive means small, poorly fitted or top-dose-only effect, or effect the other way, or a change in a side signal; inactive means no such curve, though single readings can be large or run the other way; the % refers to the signal ratio; further: potency means the concentration at half of the fitted maximal effect; on the % scale 0 is the no-effect control and ±100 the full control effect
#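 Ratiometric TR-FRET (665 over 545 nm, excitation 340 nm) tracks disruption of MBNL1-His/biotin-(CUG)12 complex after 60 min at room temperature, with compounds at 92 nM to 58 uM final.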
# TRPV1 ag: agonists of human vanilloid receptor 1 (TRPV1); Q8NER1; TRPV1-expressing cells, Fluo-8 calcium influx, agonist mode; activation, % at 8.33 µM; 320,000 compounds, 0.19% hits; in the data active means activation above about 80%; inconclusive means between about 30% and that limit; further: 0% is about no effect
#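 Cells expressing TRPV1 were dye-loaded with Fluo-8 and read kinetically: 10 s baseline, 3 min after compound (agonist portion), then 2 min after EC20 capsaicin (allosteric enhancer portion). Calcium-bound dye fluorescence at 480/520 nm.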
# * hit, by the source's call; ? = inconclusive; nt = no result given; [ ] = remark or other dose. Unless noted, the call rests on the fitted dose curve; in most records, active means well fitted curve in the direction sought with a large enough effect; inconclusive means small, poorly fitted or top-dose-only effect, or another doubt; inactive means no such curve, though single readings can be large; an effect the other way counts as inactive or inconclusive.
SMILES,GALK inh,KCNH2 3.1 block,FBPA coupling cs,ASM inhibitor,MLL CXXC-DNA inh,hERG WT inh,AT treatment,Integrin act MD,MBNL1 CUG block,TRPV1 ag
CCCCOc1ccc(C(=O)Nc2ccc(N3CCN(C)CC3)cc2)cc1,-3%,-26,0,-7%,9%,30,-3%,3%,2%,26
Nc1c(C2CCCCC2)c(=O)on1C(=O)c1ccccc1,nt,16,nt,-2%,nt,-2,nt,20%,nt,nt
CCOc1ccc(NS(=O)(=O)c2ccc(C(=O)NCc3ccccn3)cc2)cc1,nt,-5,nt,0%,nt,0,1%,-13%,nt,-1
Cc1cc2c(cc1S(=O)(=O)N1CCN(c3ccccc3F)CC1)OCC(=O)N2,-4%,-11,1,nt,-6%,2,5%,0%,-3%,1
COc1ccccc1NC(=O)COC(=O)c1cc2c(s1)CCC2,nt,37,nt,29%,nt,-2,4%,8%,nt,19
CN(C)S(=O)(=O)c1ccc(NC(=O)COc2ncnc3sccc23)cc1,1%,9,0,6%,1%,-20,-1%,8%,2%,0
COC(=O)c1ccc(Nc2nc3ccc(C)cc3n3cnnc23)cc1,-1%,-1,0,4%,8%,-18,-1%,-22%,-3%,-7
COc1ccc(C(=O)NCCc2c[nH]c3ccc(OC)cc23)cc1,-3%,-4,-2,1%,?,-18,9%,0%,0%,29
CCC(C)c1ccc(NC(=O)c2[nH]c(C)c(C(C)=O)c2C)cc1 (stereo not given),-3%,-14,0,-23%,-3%,-5,0%,-49%[inhibitor],-1%,?
CCOC(=O)CC1(c2ccccc2)CCOC(C)(C)C1 (stereo not given),2%,18,3,-1%,-1%,1,3%,-11%,-5%,-1
CCCCOc1ccccc1Cn1c(=O)oc2ccc(C)cc21,-2%,5,1,-1%,3%,23,16%,0%[7.66 µM],-2%,?
COc1ccc(C(=O)OC2CCN(C)CC2)cc1,1%,-3,-3,3%,0%,-7,-2%,7%,2%,0
Cc1cc(S(=O)(=O)NCCc2ccccc2)c(C)s1,-1%,9,-10,0%,10%,-4,9%,5%,-1%,-5
Cc1ccc(-c2csc(NC(=O)c3ccc(S(=O)(=O)N4CCc5ccccc54)cc3)n2)cc1,nt,-4,-7,1%,-5%,-30,5%,3%,22%,1
O=[N+]([O-])c1ccc(C23CC4CC(CC(O)(C4)C2)C3)cc1,-3%,nt,3,nt,23%,nt,-4%,nt,?,4
CN(CC(=O)N1CCCCC1)S(=O)(=O)c1cccc2cccnc12,2%,14,-1,-3%,1%,-17,0%,-2%,0%,1
O=C(N/N=C/c1cc2ccccc2nc1Cl)[C@H]1C[C@@H]1c1ccccc1,4%,2,1,20%,7%,10,0%,-18%,-4%,14
CCOc1ccc(=O)n(-c2ccccc2)n1,-3%,-1,7,0%,0%,-7,-1%,5%,?,4
COc1cc(NC(=O)c2cccc(COCC(F)(F)C(F)F)c2)cc(OC)c1OC,-1%,-12,-1,-19%,-6%,4,2%,22%,0%,-4
Cc1cc(C(=O)COC(=O)c2ccc(NC(=O)CC#N)cc2)c(C)n1C1CC1,nt,17,nt,-3%,nt,-2,1%,9%,nt,-1
Cc1onc(-c2c(Cl)cccc2Cl)c1C(=O)N=C(N)N1CCOCC1,-2%,-10,1,1%,-12%,0,0%,?,-2%,11
Cc1ccccc1C(=O)NC(NCc1ccco1)C(Cl)(Cl)Cl (stereo not given),-4%,-25,0,-4%,7%,-1,3%,21%,4%,-2
NC(=O)COc1ccc(/C=N\NC(=O)CC(=O)NCCc2ccccc2)cc1,-2%,8,-3,0%,4%,11,-10%,6%,2%,-1
CC(Cc1ccccc1)NC(=S)CN1CCCC1=S (stereo not given),-2%,2,0,5%,-2%,4,0%,0%,-1%,9
COc1cccc(CNc2nc3nc(C)c(Cl)c(=O)n3[nH]2)c1,nt,3,0,-2%,-23%,3,-4%,-6%,-25%,-7
O=C1CSC(=S)N1N=C1CCCCCC1,1%,-29,0,18%,14%,8,-8%,26%,-7%,3
COc1ccccc1C(=O)NCC(=O)OCC(=O)N1CC(C)OC(C)C1 (stereo not given),nt,3,nt,5%,nt,9,-4%,-24%,nt,0
CCN(CC)S(=O)(=O)c1ccc(NC(=O)c2cccs2)cc1,0%,0,-1,-1%,-12%,-3,1%,0%,8%,3
Cc1noc2ncnc(Oc3ccc(Cl)cc3Cl)c12,8%,-7,3,-7%,1%,-3,-11%,-158%[inhibitor],-6%,1
CCCCn1c(SCc2ncc(-c3ccccc3)o2)nc2cc(S(N)(=O)=O)ccc21,14%,-1,-7,-1%,14%,11,1%,-26%,7%,9
Cc1ccc(NCc2nc(SCC(=O)Nc3ccccc3)n[nH]2)cc1,7%,-9,1,1%,-4%,5,11%,25%,-1%,-2
O=C(O)CC(CC(=O)O)c1ccsc1,nt,-15,nt,1%,nt,11,11%,0%,nt,3
O=C(COc1coc(CN2CCc3ccccc3C2)cc1=O)Nc1ccc([N+](=O)[O-])cc1,nt,-13,nt,nt,nt,0,3%,-7%,nt,-2
O=C(Cc1ccc(Cl)cc1)Nc1ccc(C(=O)N2CCOCC2)cc1,-1%,22,4,-3%,?,5,5%,8%,0%,2
O=C(Cn1cc2c(n1)CCCC2)NCc1ccccn1,0%,9,1,15%,-28%,-4,0%,-19%,?,-1
C=C(C1=CCN(S(=O)C(C)(C)C)[C@@H]1CCO)c1ccccc1 (stereo not given in full),nt,-11,nt,7%,nt,0,nt,3%,nt,nt
NC(CC(=O)O)c1cccc(OCc2ccccc2)c1 (stereo not given),4%,10,1,2%,0%,7,-1%,5%,12%,-4
O=C(Nc1ccc2c(c1)OCO2)C1CC(c2ccccc2Cl)=NO1 (stereo not given),0%,2,2,3%,0%,8,0%,-17%,-5%,19
CCOC(=O)N1CCC(NC(=O)c2cc(C(=O)Nc3cccc(OC)c3)ccc2CO)CC1,-2%,5,1,1%,5%,7,1%,23%,-10%,0
NC(=O)c1ccc(NC(=O)C2CCCO2)cc1 (stereo not given),-1%,3,6,-6%,-1%,-5,5%,-19%,-4%,-5

# An excerpt from above in order of heavy-atom count, lowest first:
SMILES,GALK inh,KCNH2 3.1 block,FBPA coupling cs,ASM inhibitor,MLL CXXC-DNA inh,hERG WT inh,AT treatment,Integrin act MD,MBNL1 CUG block,TRPV1 ag
O=C(Cn1cc2c(n1)CCCC2)NCc1ccccn1,0%,9,1,15%,-28%,-4,0%,-19%,?,-1
Cc1ccc(NCc2nc(SCC(=O)Nc3ccccc3)n[nH]2)cc1,7%,-9,1,1%,-4%,5,11%,25%,-1%,-2
O=C(COc1coc(CN2CCc3ccccc3C2)cc1=O)Nc1ccc([N+](=O)[O-])cc1,nt,-13,nt,nt,nt,0,3%,-7%,nt,-2

# Next results follow.
SMILES,GALK inh,KCNH2 3.1 block,FBPA coupling cs,ASM inhibitor,MLL CXXC-DNA inh,hERG WT inh,AT treatment,Integrin act MD,MBNL1 CUG block,TRPV1 ag
CC(C)C(CO)N1CCN(Cc2ccccc2)CCC1=O (stereo not given),0%,19,1,3%,8%,5,-16%,11%,-1%,1
CSc1c(-c2ccccc2)nc2ccc(Cl)cc2c1C(=O)O,-1%,8,-1,2%,19%,-4,-10%,19%,14%,-5
c1ccc2sc(Nc3nc4cc5c(cc4s3)OCO5)nc2c1,0%,6,-1,224%[activator],-16%,0,3%,-36%,nt,3
CC(C)c1ccc(/C=N/NC(=O)C2CCCC2)cc1,5%,33,-2,-1%,-14%,-1,-2%,0%,7%,?
CCCC(=O)NC(NC(=S)Nc1ccc(S(N)(=O)=O)cc1)C(Cl)(Cl)Cl (stereo not given),2%,-3,0,0%,-1%,-4,3%,11%,-18%,1
Cc1cc(C(=O)Nc2ccc(N3CCCCC3)cc2)no1,3%,?,-1,2%,1%,-1,-5%,-5%,nt,?
CCOC(=O)C1CCN(S(=O)(=O)c2ccc3c(c2)CC(=O)N3)CC1,nt,-19,-1,6%,nt,8,10%,-15%,13%,-2
Clc1ccc(C2=NN=C3COc4ccccc4N3C2)cc1,-2%,8,4,3%,3%,2,-5%,2%,?,?
Cc1nc2ccccc2nc1OCC(=O)Nc1cc(C(F)(F)F)ccc1N1CCOCC1,-4%,-4,0,-4%,13%,7,0%,-11%,1%,22
O=C(c1cccnc1)N1CCN(C(=O)c2ccccc2F)CC1,1%,15,1,2%,11%,-22,7%,2%,-7%,-4
Cc1ccc(Nc2nc(N)nc(CCl)n2)cc1,-1%,-9,0,0%,-2%,-1,19%,-69%[inhibitor],2%,-2
COc1ccc(S(=O)(=O)N2CCc3ccccc32)cc1C(=O)OCc1c(C)noc1C,3%,-19,0,-15%,-9%,17,-4%,2%,0%,1
Cc1cccc(C)c1NC(=S)Nc1c(C)n(C)n(-c2ccccc2)c1=O,1%,-5,4,5%,9%,7,-6%,18%,nt,-2
O=C(O)CN1C(=O)SC(Nc2ccc(Cl)cc2)C1=O (stereo not given),0%,0,4,-11%,2%,2,0%,-23%,-1%,-3

# Screens as filed in PubChem BioAssay.

# No enrichment for hits. Share with any hit: about 2%.
